# GALR2 antag: GALR2 antagonists in receptor-expressing cells, primary screen. antagonist mode. inhibition, % at 4 µM. actives 0.39% (n = 140,000). Galanin receptor type 2 (Homo sapiens), O43603. AID 828, 2007; in the data active means inhibition above about 27%;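 further: cells stimulated with galanin 1-16 at roughly its EC80; 0% = agonist challenge control and 100% = basal control without agonist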
# Target sequence (O43603 whole entry, looked up): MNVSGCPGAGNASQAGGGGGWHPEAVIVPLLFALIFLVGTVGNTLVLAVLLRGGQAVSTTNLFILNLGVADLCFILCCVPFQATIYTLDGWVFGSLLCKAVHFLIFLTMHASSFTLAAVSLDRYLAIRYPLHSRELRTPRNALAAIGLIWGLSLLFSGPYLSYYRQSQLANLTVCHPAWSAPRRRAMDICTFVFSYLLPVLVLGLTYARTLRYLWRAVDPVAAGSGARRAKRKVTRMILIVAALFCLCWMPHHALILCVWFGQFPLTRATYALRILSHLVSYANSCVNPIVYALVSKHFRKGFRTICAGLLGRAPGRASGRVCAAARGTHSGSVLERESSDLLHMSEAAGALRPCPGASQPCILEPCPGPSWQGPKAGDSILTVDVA
# Yeast life ext: compounds extending yeast replicative lifespan, primary screen, S. cerevisiae, OD615; S. cerevisiae growth with nicotinamide; deaD strain in restrictive glucose medium; actives 0.68% (n = 130,000); inhibition of the nicotinamide effect, % at 10 µM;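 active means inhibition above a set limit, placed 3 SD over the median of all compounds, cut at about 26% in these data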;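 further: 0% = nicotinamide-treated wells and 100% = cells grown without nicotinamide; some compounds called inactive have numbers as strong as hits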
#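 assay system = DeaD-strain S. cerevisiae | measured by = absorbance at 615 nm | probe or stimulus = nicotinamide 1.5 mM | buffer or medium = CSMM-D glucose medium, restrictive | times = 48 h at 30 °C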
# Yeast growth inh: growth inhibitors of yeast BB579 in restrictive medium, primary screen, yeast lifespan-shortening project, S. cerevisiae | OD615, 48 h | inhibition, % at 10 µM | actives 0.51% (n = 140,000) | AID 804, 2007;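 active means inhibition above a set limit, 3 SD over the mean compound inhibition, cut at about 44% in these data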; further: inactives centre near -24
#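 System: Saccharomyces cerevisiae DeaD strain BB579, replicative lifespan model yeast. Buffer or medium: restrictive glucose-based CSMM-D medium. Doses: one dose, 10 µM compound with 0.25% DMSO. Timing: 4 h preincubation and 48 h exposure at 30 °C. Detection: turbidity as optical density at 615 nm. Benchmarks: amphotericin B 10 µg/mL, positive.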
# HCT116 PTEN-null: growth suppression of PTEN-null HCT116, primary screen, cell-based, CellTiter-Glo; HCT116 PTEN-null viability, 60 h; active compounds read low; viability, % at 10 µM; actives 1.2% (n = 140,000); AID 827, 2007;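 active means viability at or below a set limit, 4 SD under the median of all tested compounds, cut at about 3.7% in these data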;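 further: PTEN knockout HCT116 line with beta catenin targeted HCT116 as companion control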
# E-sel TNF inh: E-selectin induction blockers in HUVEC – imaging, immunofluorescence, high content, primary screen | HUVEC TNFa-induced E-selectin immunofluorescence | inhibition, % at 2 µM | actives 0.71% (n = 120,000) | AID 1246, 2008;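 active means inhibition above the batch mean plus 3 SD, and confirmed as a hit on visual image review, cut at about 43% in these data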;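 further: 0% = TNF-stimulated DMSO wells and 100% = unstimulated control wells; not every result past the cut was called active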
# NPY-Y2 antag: NPY-Y2 receptor antagonists, primary screen, cell-based. actives 0.99% (n = 140,000). Neuropeptide Y receptor type 2 (Homo sapiens), P49146. NPY-Y2 expressing cells, antagonist mode. inhibition, % at 2.7 µM; in the data active means inhibition above about 17%;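 further: 0% = vehicle with agonist challenge and 100% = reference antagonist with challenge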
# Target sequence (P49146 whole entry, looked up): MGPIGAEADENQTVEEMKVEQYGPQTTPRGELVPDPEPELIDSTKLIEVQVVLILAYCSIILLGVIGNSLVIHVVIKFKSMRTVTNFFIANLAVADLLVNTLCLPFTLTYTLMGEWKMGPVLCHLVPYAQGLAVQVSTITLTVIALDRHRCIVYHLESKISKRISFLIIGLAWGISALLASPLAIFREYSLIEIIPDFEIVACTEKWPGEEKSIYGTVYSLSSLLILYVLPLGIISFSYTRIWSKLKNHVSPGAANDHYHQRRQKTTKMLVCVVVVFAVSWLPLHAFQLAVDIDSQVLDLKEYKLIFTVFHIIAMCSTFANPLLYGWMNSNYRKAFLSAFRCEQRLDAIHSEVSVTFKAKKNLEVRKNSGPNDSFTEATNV
# HCT116 bCat-KO: primary screen for growth suppressors in beta-catenin knockout HCT116 cells (colon tumor, human); HCT116 beta-catenin knockout viability, CellTiter-Glo, 60 h; active compounds read low; viability, % at 10 µM; actives 1.5% (n = 140,000); AID 818, 2007;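 active means viability at or under a set limit, the compound median less 4 SD, cut at about 6% in these data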;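 further: 0% = Hyamine 1622 control at 20 µM and 100% = untreated cell control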
# Phagocyt inh: inhibitors of macrophage phagocytosis, primary screen, imaging, J774A.1 cells, IgG beads. actives 0.07% (n = 110,000). J774A.1 macrophage IgG-bead phagocytosis. inhibition, % at 5 µM. AID 1029, 2008;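 active means inhibition above the mean of the plate negative controls plus 5 SD, cut at about 13% in these data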;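 further: phagocytic index as fraction of beads internalized from green versus red external bead signal; plate controls were DMSO negative control for no effect and cytochalasin-D positive control for full effect; some results beyond the cut were filed as inactive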
# MRP1 act: H69AR viability gain despite doxorubicin, primary screen, MRP-1 activator project, H69AR cells, CellTiter-Glo | viability rescue | AID 799, 2007 | viability increase, % at 10 µM | actives 0.61% (n = 140,000);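 active means viability gain under doxorubicin at or above a set limit, the compound median plus 3 SD, cut at about 4.7% in these data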;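 further: MRP-1 overexpressing cells given doxorubicin 25 µM after compound pretreatment; 18-22 h compound pretreatment then 72 h with doxorubicin before readout; 0% = doxorubicin-only wells and 100% = vehicle-treated cells without doxorubicin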
# Measles CPE: compounds protecting cells from measles virus cytopathic effect, primary screen, measles RdRp inhibitor project, single point, MLSMR library, absorbance. Measles virus-infected cells, CPE protection. protection (pct of control), % at 4 µM. AID 841, 2007. actives 1.5% (n = 140,000); in the data active means protection mostly above about 24%, no sharp cut-off; inactive means mostly below about 26%; further: some compounds called inactive have numbers as strong as hits
# The depositor's hits bear a star; · = not tested or not shown. The order is random, and some 6.4% of all compounds hit somewhere here.
# Preview, 7 compounds:
# Values run as follows: Yeast life ext, Yeast growth inh, NPY-Y2 antag, HCT116 PTEN-null, GALR2 antag, E-sel TNF inh, HCT116 bCat-KO, MRP1 act, Phagocyt inh, Measles CPE
Cc1noc(C)c1COc1cccc(C(=O)OCC(=O)N2CC(=O)Nc3ccccc32)c1
  -5, -45, 7, 19, 5, -19, 19, -1.5, ·, 2
CCOc1ccc2c(c1)OC(c1ccc(OC)cc1)(C(F)(F)F)NC2=O (stereo unspecified)
  -3, -10, 4, 14, -1, ·, 15, -1.6, 4, 8
COn1c(=O)c(=O)n(O)c2ccccc21
  2, 1, 1, 79, 5, 0, 101, -3.0, 0, 5
Cc1ccccc1N1C(=O)c2sc3nc4c(c(=O)n3c2C1=O)CCC4
  2, -34, 0, 88, -8, ·, 84, -1.7, -1, 3
O=C(CCC1COc2ccccc2O1)NCc1ccco1 (stereo unspecified)
  -24, -34, 3, 87, 8, 12, 83, -3.0, -1, 27
CCCOC(=O)c1ccc(OCC(O)CN2C(=O)NC(C)(C)C2=O)cc1 (stereo unspecified)
  -3, -36, -2, 102, -8, 3, 101, 0.1, -2, 8
COc1ccc(S(=O)(=O)N2CCCC(C(=O)NCCC3=CCCCC3)C2)cc1 (stereo unspecified)
  -1, -19, 3, 101, -1, -22, 89, 0.4, 0, 17

# This part in full, from the start:
# Values run as follows: Yeast life ext, Yeast growth inh, NPY-Y2 antag, HCT116 PTEN-null, GALR2 antag, E-sel TNF inh, HCT116 bCat-KO, MRP1 act, Phagocyt inh, Measles CPE
Cc1noc(C)c1COc1cccc(C(=O)OCC(=O)N2CC(=O)Nc3ccccc32)c1
  -5, -45, 7, 19, 5, -19, 19, -1.5, ·, 2
CCOc1ccc2c(c1)OC(c1ccc(OC)cc1)(C(F)(F)F)NC2=O (stereo unspecified)
  -3, -10, 4, 14, -1, ·, 15, -1.6, 4, 8
COn1c(=O)c(=O)n(O)c2ccccc21
  2, 1, 1, 79, 5, 0, 101, -3.0, 0, 5
Cc1ccccc1N1C(=O)c2sc3nc4c(c(=O)n3c2C1=O)CCC4
  2, -34, 0, 88, -8, ·, 84, -1.7, -1, 3
O=C(CCC1COc2ccccc2O1)NCc1ccco1 (stereo unspecified)
  -24, -34, 3, 87, 8, 12, 83, -3.0, -1, 27
CCCOC(=O)c1ccc(OCC(O)CN2C(=O)NC(C)(C)C2=O)cc1 (stereo unspecified)
  -3, -36, -2, 102, -8, 3, 101, 0.1, -2, 8
COc1ccc(S(=O)(=O)N2CCCC(C(=O)NCCC3=CCCCC3)C2)cc1 (stereo unspecified)
  -1, -19, 3, 101, -1, -22, 89, 0.4, 0, 17
Cc1ccc(/C=C/C(=O)c2ccccc2)cc1
  -15, 1, 9, 0.4*, -15, 2, 0.9*, -4.2, -1, 9
Cc1c(NC(=O)C(C)OC(=O)c2sc3ccccc3c2Cl)c(=O)n(-c2ccccc2)n1C (stereo unspecified)
  2, -29, 5, 104, 10, ·, 97, -2.7, -1, 8
COc1ccc(S(=O)(=O)N2CC3C4C=CC(C4)C3C2)cc1 (stereo unspecified)
  6, -52, 2, 99, 9, 0, 88, -1.7, ·, 2
CCC1(C)Cc2nc3[nH]c(=S)n(-c4ccc(C)cc4)c(=O)c3cc2CO1 (stereo unspecified)
  5, -24, 1, 68, -1, ·, 70, -2.4, -10, 5
CC(C)(C)NC(=S)NNC(=O)c1ccccc1Cl
  0, 15, 2, 91, 4, 46, 97, 0.7, -6, 14
O=c1cc(O)n(-c2ccccc2)c(=S)[nH]1
  ·, -40, 0, 96, -10, 13, 92, 1.7, ·, 15
O=C(Cn1nnc(-c2ccccc2F)n1)Nc1ccc(S(=O)(=O)NC2CCCC2)cc1
  -10, 4, -4, 119, -6, 10, 111, 1.2, 1, 35*
Cc1ccc2sc(NC(=O)c3ccc(N4C(=O)CCC4=O)cc3)nc2c1C
  5, -41, -1, 89, -3, -16, 90, -2.7, ·, 9
CC(C)CN(C(=O)COC(=O)c1ccc([N+](=O)[O-])o1)C1CCS(=O)(=O)C1 (stereo unspecified)
  -4, -24, 2, 92, -15, 19, 87, -2.9, -4, 24
Cc1ccccc1CSCC(=O)NCc1ccco1
  -1, -19, 0, 95, 2, ·, 102, -0.7, 0, 6
CC(C(=O)Nc1ccc(F)c(F)c1F)N1CCCCCC1 (stereo unspecified)
  -4, -15, 2, 83, -1, 3, 91, -2.5, -2, 17
COc1ccccc1NS(=O)(=O)c1cccc(C(=O)N/N=C(\C)c2ccc3c(c2)OCCO3)c1
  -4, -24, 3, 88, 8, 21, 92, -2.7, 1, 7
CC12c3ccccc3C(c3ccccc31)C1C(=O)N(c3cccnc3)C(=O)C12 (stereo unspecified)
  -2, -5, 3, 75, 0, ·, 78, -1.1, -9, 14
COc1ccc(-c2nc(CNS(=O)(=O)c3cc(OC)ccc3OC)cs2)cc1
  2, -47, 4, 84, 5, -19, 90, -2.8, -1, 4
CN(C)c1ccc(Sc2nnc(NC(=O)Nc3ccc(Cl)cc3Cl)s2)cc1
  8, -15, 1, 66, 8, -7, 86, -3.8, -2, 26
COc1ccc(CCC(=O)N2CCc3ccccc32)cc1
  -22, -57, 5, 90, 6, -37, 96, -0.1, 4, 3
O=C(O)CSc1cccc2cccc(C(=O)O)c12
  -5, -16, 3, 103, 16, -16, 89, -1.1, -1, 6
CC1(C)Cc2c(C#N)c(N3CCN(C(=O)c4ccccc4)CC3)nc(-c3ccco3)c2CS1
  2, -44, -1, 86, -3, -12, 90, -4.6, ·, 4
O=C(NCCc1ccccc1)c1cc2sccc2n1Cc1ccccc1
  -5, -82, 4, 100, -2, 7, 97, -0.8, 1, 1
CC1=CCC(C(=O)O)(C(=O)N/N=C/c2cccs2)C(c2ccc(Cl)cc2)C1 (stereo unspecified)
  2, -54, 3, 100, -4, 8, 88, -0.2, 0, 0
Cc1nc(SCC(=O)Nc2cc(C)on2)c2c(C)c(C)sc2n1
  -8, -34, 2, 97, -1, -8, 106, -1.3, 0, ·
FC(F)(F)c1cccc(NC(=S)Nc2cccc(Cl)c2)c1
  -29, -20, -1, 4, 13, 1, 5.8*, -6.1, ·, 7
COc1ccc(N2C(=O)CCC(C(=O)N3CCCCC3)C2c2ccc(F)cc2)cc1 (stereo unspecified)
  -5, -28, 2, 93, 1, -19, 102, -3.0, 6, 10
Cc1ccccc1OCCC(=O)NCCc1ccc(S(N)(=O)=O)cc1
  -3, -11, 4, 100, 10, ·, 92, -1.3, -10, 18
O=C(NNC(=S)Nc1ccc(Cl)cc1)c1ccccc1OC(F)F
  -4, -55, 4, 13, 15, 0, 13, -1.9, -2, 4
C=CCn1c(=N)n(CC(=O)OC)c2ccccc21
  4, -13, 4, 102, 1, -14, 93, 0.4, 0, 3
COc1ccccc1CNC(=O)Cn1nnc(-c2ccncc2)n1
  -27, -52, 1, 76, 0, -8, 68, -2.2, ·, 7
O=S1(=O)c2ccccc2N=NN1Cc1ccc(Cl)cc1
  -2, -14, 2, 103, -5, 12, 97, -1.8, ·, 4
CCN1C(=O)c2ccc(C(=O)Nc3nccs3)cc2C1=O
  -14, -43, -1, 96, -6, -20, 100, -1.1, ·, 26
CC(C)(C)n1ncc(Oc2ccccc2[N+](=O)[O-])c(Cl)c1=O
  10, -21, 3, 78, 14, ·, 60, -1.0, -4, 20
O=C(NCc1cccc(Cl)c1)NCc1cccc(Cl)c1
  2, 7, 1, 93, 2, ·, 85, 0.0, -9, 9
CCC(O)c1cc2c(cc1NC(=O)c1ccc(C)cc1)OCCO2 (stereo unspecified)
  -11, 0, 1, 86, -25, -3, 82, -0.9, ·, 9
COc1ccc(C(=O)NCc2cccnc2)cc1Br
  -10, -5, -1, 91, 2, -4, 81, -2.1, 1, 27
O=C(CN(C(=O)CNC(=O)c1ccco1)c1ccc2c(c1)OCO2)NC1CCCCC1
  -18, -19, -1, 106, -5, 6, 98, -2.5, -1, 8
COc1ccc(S(=O)(=O)Nc2ccc(S(=O)(=O)Nc3ccc(F)cc3)cc2)cc1C
  ·, -8, -5, 80, 0, -26, 79, -3.7, ·, 3
COc1ccccc1NC(=O)CSC1=NCCN1
  4, -28, -2, 86, 4, ·, 84, 50*, -3, 9
CC(NC(=O)CSc1nc2c(c(C(F)(F)F)n1)CCc1ccccc1-2)c1ccccc1 (stereo unspecified)
  ·, -35, 1, 72, -5, 7, 75, 4.6, ·, 16
O=C(Cc1cccs1)Nc1ccc(S(=O)(=O)Nc2ncccn2)cc1
  -4, -29, 0, 97, -2, ·, 98, -1.5, 1, 9
CCN(CC)c1ncnc2sc3c(c12)CCC3
  9, -35, 1, 86, 4, -10, 100, -1.4, -5, 10
COc1ccc(/C=C/C(=O)N2c3ccccc3Sc3ccc(C(F)(F)F)cc32)cc1
  -2, -41, 8, 64, -3, 6, 62, 2.9, -2, 6
O=C(Nc1nccs1)C(NS(=O)(=O)c1ccc(Br)s1)c1ccccc1 (stereo unspecified)
  -7, -33, 0, 89, 17, -20, 87, -0.2, -3, 3
O=C(Cc1ccc(-n2c(=O)[nH]c3ccsc3c2=O)cc1)N1CCN(c2ccc(Cl)cc2)CC1
  3, -26, 0, 91, 9, -4, 91, 5.0*, -6, 17
Cc1cc(NS(=O)(=O)c2ccc(NC(=S)NC(=O)c3ccc(C(C)(C)C)cc3)cc2)no1
  4, -27, -1, 76, -9, -5, 84, -2.6, -4, 6
C=CCn1c(Cc2cccs2)nnc1SCC(=O)Nc1ccc(OC)cc1
  -8, -45, 1, 107, -6, ·, 96, -2.0, 0, 15
COc1ccc(S(=O)(=O)N2CCC(CN3C(=O)c4cccc5cccc(c45)C3=O)CC2)cc1
  4, -31, 23*, 95, -2, 9, 98, -1.6, -8, 10
Cc1ccc(-c2csc(/C(C#N)=C/Nc3ccccc3SC(F)(F)F)n2)cc1
  1, -49, 1, 88, -9, 11, 79, -3.0, -3, 19
Cc1ccc(N2CC(C(=O)NCCCn3ccnc3)CC2=O)cc1 (stereo unspecified)
  -15, -8, 0, 100, 9, ·, 96, -1.5, -4, 5
CCOC(=O)C(C(C)=O)C(c1ccc(OCCC(C)C)cc1)C(C(C)=O)C(=O)OCC (stereo unspecified)
  ·, -32, 22*, 73, 2, -11, 74, -4.4, ·, 6

# Screening results: PubChem BioAssay, several laboratories
